Screening results as filed in PubChem.
TcdB GH inh – TcdB glycohydrolase inhibitors, primary screen, biochemical, single point, plate reader. inhibition, % at 9.99 µM. 350,000 compounds, 0.24% hits. Toxin B (Clostridioides difficile), P18177. TcdB glycohydrolase enzymatic assay; in the data active = inhibition above about 10%
VHR inh abs – VHR1 phosphatase inhibitors, primary screen, biochemical, absorbance, uHTS; Dual specificity protein phosphatase 3 (Homo sapiens), P51452; recombinant VHR phosphatase, pNPP absorbance; inhibition, % at 13.3 µM; 290,000 compounds, 0.52% hits; AID 1654, 2009; in the data active = inhibition above about 50%; also: some compounds called inactive have numbers as strong as hits
Target sequence (P51452 whole entry, looked up): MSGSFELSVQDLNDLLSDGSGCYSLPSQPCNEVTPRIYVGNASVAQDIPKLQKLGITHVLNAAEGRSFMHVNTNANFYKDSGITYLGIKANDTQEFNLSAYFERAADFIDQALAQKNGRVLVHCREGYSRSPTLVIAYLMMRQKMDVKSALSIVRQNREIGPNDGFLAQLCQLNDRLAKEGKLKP
Rv3671c protease – Rv3671c serine protease inhibitors, primary screen, biochemical, fluorescence polarization, M. tuberculosis H37Rv. P9WHR9. inhibition, % at 5.96 µM. 320,000 compounds, 0.048% hits. AID 2606, 2010; in the data active = inhibition above about 38%;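 also: extracellular domain of Rv3671c used as enzyme; 0% = enzyme with DMSO and 100% = no enzyme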
Target sequence (P9WHR9 whole entry, looked up, the tested form may be a part): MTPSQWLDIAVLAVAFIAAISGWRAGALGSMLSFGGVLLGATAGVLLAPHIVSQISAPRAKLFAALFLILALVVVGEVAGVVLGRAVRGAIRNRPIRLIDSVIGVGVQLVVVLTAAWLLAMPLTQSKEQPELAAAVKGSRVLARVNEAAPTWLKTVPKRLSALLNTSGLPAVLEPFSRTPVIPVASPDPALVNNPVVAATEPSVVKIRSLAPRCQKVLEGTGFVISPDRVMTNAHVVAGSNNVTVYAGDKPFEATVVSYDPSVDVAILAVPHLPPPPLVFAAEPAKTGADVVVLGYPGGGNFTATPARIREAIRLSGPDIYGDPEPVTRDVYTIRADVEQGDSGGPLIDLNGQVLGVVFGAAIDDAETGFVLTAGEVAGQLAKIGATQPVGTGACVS
BH1578 lux ind – inducers of Vibrio cholerae quorum light production without autoinducers, primary screen, BH1578 luxS cqsA deficient, single point; V. cholerae BH1578 lux reporter, luminescence, 6 h; activation, % at 18.7 µM; 350,000 compounds, 0.16% hits; AID 588436, 2011; in the data active = activation mostly above about 9.7%, no sharp cut-off; also: not every result past the cut was called active; inactives centre near 0; reference of the scale not given here
CCHFV vOTU inh – CCHFV vOTU protease inhibitors, primary screen, biochemical, Pep-AMC substrate, fluorescence; inhibition, % at 11.5 µM; Crimean-Congo hemorrhagic fever virus L polyprotein viral ovarian tumor (vOTU) protease …; AID 651958, 2012; 370,000 compounds, 0.55% hits; in the data active = inhibition above about 30%; also: 0% = vehicle wells with enzyme and 100% = no enzyme wells
SSB-PriA inh – inhibitors of Klebsiella pneumoniae PriA binding to SSB C-terminal tail, primary screen, biochemical, AlphaScreen | AlphaScreen SSBct-PriA binding, biotinylated peptide | inhibition, % at 33 µM | PriA–SSB C-terminal tail interaction (Klebsiella pneumoniae) | 430,000 compounds, 0.6% hits; in the data active = inhibition mostly above about 37%, no sharp cut-off; inactive = mostly below about 20%;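 also: plate controls were negative control peptide for no effect and reference peptide for full effect; strong numbers were not always called active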
3CLpro inhibitor – SARS-CoV 3CLpro protease inhibitors, primary screen, biochemical, quenched FRET | recombinant SARS-CoV 3CLpro, quenched FRET peptide cleavage | inhibition, % at 6 µM | 290,000 compounds, 0.14% hits | AID 1706, 2009; in the data active = inhibition above about 12%
Y pestis TopoI – Yersinia pestis topoisomerase I inhibitors, primary screen, biochemical, cleavage product accumulation, plate reader, single point. Y. pestis Topo-I cleavage product accumulation. 360,000 compounds, 0.064% hits. AID 504884, 2011. DNA topoisomerase I (Yersinia pestis CO92). activity, % at 10 µM; in the data active = activity above about 50%, passing the limit was not always enough; also: inactives centre near 2
MazF activator – activators of E. coli MazEF toxin-antitoxin RNase, primary screen, biochemical, fluorescence, uHTS; 350,000 compounds, 0.32% hits; Endoribonuclease toxin MazF (Escherichia coli (strain K12)), P0AE70; FAM/BHQ RNA-DNA oligo cleavage fluorescence, 5 h; AID 504720, 2011; activation, % at 20 µM; in the data active = activation above about 50%
Target sequence (P0AE70 whole entry, looked up): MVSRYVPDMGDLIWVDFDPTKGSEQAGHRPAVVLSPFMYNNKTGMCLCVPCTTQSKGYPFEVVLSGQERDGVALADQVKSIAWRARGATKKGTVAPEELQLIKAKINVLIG
PrPC surface inh – inhibitors of human cell surface prion protein PrPC, primary screen, cell-based, TR-FRET; Major prion protein (Homo sapiens), P04156; TR-FRET read-out; inhibition, % at 13.8 µM; 370,000 compounds, 0.43% hits; AID 720596, 2013; in the data active = inhibition above about 24%; also: 0% = median of the test wells and 100% = reference compound wells
Numbers without * were called inactive; i = inactive; · = not tested or not shown; & = joins results of further samples.

SMILES	TcdB GH inh	VHR inh abs	Rv3671c protease	BH1578 lux ind	CCHFV vOTU inh	SSB-PriA inh	3CLpro inhibitor	Y pestis TopoI	MazF activator	PrPC surface inh
CCOc1cc(N2CCOCC2)c(OCC)cc1NC(=O)Cn1nc(C)c([N+](=O)[O-])c1C	-4.0	·	12	10	-10	-7	·	-6	-33	-2
C=CCn1c(SCCCCCC)nc(O)cc1=O	·	17	-2	i	-16	-3	-1	5	-5	2
COc1ccc(-c2nsc(SCC(=O)Nc3ccc4c(c3)OCO4)n2)cc1	0.5	11	4	-0.3	1	-20	4	3	-38	1
CC(C)Cn1c(-c2ccco2)n[nH]c1=S	·	12	6	-0.1	-11	-22	3	-2	-6	0
O=C(O)CCCN1C(=O)c2ccccc2Sc2ncccc21	-0.1	87	·	i	-9	-10	0	1	-3	4
CCCCN(C)C(=O)c1coc(=O)c2ccccc12	·	20	-1	i	4	-8	2	-4	-6	7
CC(C)c1nnc(SCC(=O)Nc2ccc3c(c2)OCCO3)n1C	3.4	30	3	-1.6	8	-1	-1	-5	4	-3
COc1cccc(OC)c1OCCCN1CCC(Cc2ccccc2)CC1	-0.1	-4	5	1.5	-15	10	3	17	11	0
CC1(C)CC(=O)C=C(NCC(=O)O)C1	0.8	10	2	-5.0	1	-4	1	2	5	6
CCN(CC(=O)Nc1c(F)cccc1F)C(=O)CCSc1ccc(F)cc1	2.4	·	3	i	2	-13	·	0	1	10
CCCCCN(C(=O)CCC(=O)OCC(=O)c1cccc(OC)c1)c1c(N)n(CCCC)c(=O)[nH]c1=O	-0.6	1	-10	-0.1	4	4	-4	3	7	5
CC1=C(C)[N+](=O)C2(O)CCCCC2(C)N1[O-] (stereo not given)	·	13	-4	0.5	8	-8	0	1	1	36*
COc1ccc(CCC(=O)Nc2cc(S(=O)(=O)N3CCCCC3)ccc2N(C)C)cc1	-1.4	·	7	-2.0	-6	-2	·	24	1	-2
Cc1ccccc1OCCC(=O)Nc1cccc(S(=O)(=O)Nc2ccccc2Cl)c1	0.7	-5	-30	-0.4	1	-18	2	17	2	19
O=C(Oc1ccc(/C=N/NC(=O)c2ccco2)cc1)c1ccccc1	1.2	·	0	i	12	·	·	1	-7	1
COC(=O)Cn1cc(/C=C/[N+](=O)[O-])c2ccccc21	1.6	22	4	i	-4	-5	-1	-10	-3	-2
CN(C)c1nc(SCc2ccccc2)nc(N2CCOCC2)n1	·	29	-13	i	-7	-42	5	13	1	6
Cc1[nH]n(C(N)=S)c(=O)c1N=Nc1ccc2ccccc2c1	0.3	18	·	-0.3	11	47	2	1	2	-8
O=C(NNC(=O)C1CCCCC1)c1ccncc1	0.9	-30	-5	-2.2	-17	-8	-2	6	25	6
CC(=O)C1=C(O)C(=O)N(c2ccc(Br)cc2)C1c1cccc(F)c1 (stereo not given)	3.7	6	2	i	11	-13	4	0	6	12
CN(c1ccccc1)S(=O)(=O)c1ccc(C(=O)NNC(=O)c2ccccc2)cc1	0.7	·	-2	-7.1	2	-12	·	1	4	-3
Cc1ccccc1NC(=O)Nc1cccs1	·	17	-1	-0.7	-8	4	-6	6	3	14
Cc1cc(=O)[nH]c(SCC(=O)NC2CCCCCC2)n1	0.2	·	0	-3.3	0	-7	·	2	1	-8
CCn1c(SCC(=O)Nc2cc(C)on2)nnc1-c1c[nH]c2ccccc12	1.5	-6	5	i	-2	-6&-1	-4	8	9	1
Cc1csc(Sc2ccc([N+](=O)[O-])cc2C(=O)OCC(=O)NC2CCCC(C)C2C)n1 (stereo not given)	·	21	1	-0.2	3	-14	3	10	3	-7

(continued)
SMILES	TcdB GH inh	VHR inh abs	Rv3671c protease	BH1578 lux ind	CCHFV vOTU inh	SSB-PriA inh	3CLpro inhibitor	Y pestis TopoI	MazF activator	PrPC surface inh
CN(C)CCNC(=O)c1cccc(-c2cc(NC=O)c3ncc(-c4cccc(C(F)(F)F)c4)n3c2)c1	2.1	·	·	i	9	·	·	-27	·	-15
O=C(CCN1CCOCC1)Nc1ccccc1	·	28	-4	-2.2	-17	-6	-1	3	-1	7
CC#CCN1C=C(C(=O)OCC)C(C)N(Cc2ccc(Br)cc2)S1(=O)=O (stereo not given)	1.4	·	·	-1.5	0	-21	·	43	-4	-3
CCOc1ccccc1NC(=O)NC1(C(=O)NCc2cccnc2)CCCCC1	0.2	8	-6	0.7	10	-15	-2	7	13	-6
CC(=O)c1cccn1S(=O)(=O)c1ccccc1	0.8	-2	-6	i	-12	-2	1	4	16	11
NS(=O)(=O)c1ccc(NC(=O)COC(=O)c2ccc([N+](=O)[O-])s2)cc1	0.3	14	-52	-0.4	74*	0	-1	-7	11	-20
Cc1ccc(-n2nnnc2SCC(=O)N2CCCCC2)cc1	·	26	2	-0.3	-7	-1	2	10	3	-3
COc1ccc(S(=O)(=O)N2CCN(C(=O)c3oc4ccccc4c3C)CC2)cc1	0.5	7	-5	-2.9	0	13	4	43	-1	1
NC(=O)CCc1c[nH]c2ccccc12	·	32	7	-0.7	-7	-6	5	-8	2	12
CC(=O)N1CCN(C(=O)c2cc(C)oc2C)CC1	-1.6	·	5	0.5	-5	7	·	1	2	0
COc1ccc2[nH]c(C)c(CCN3CCC(=O)C(C)C3C)c2c1 (stereo not given)	0.0	25	4	0.2	-5	19	-2	-6	9	3
CC(C)C[C@H](NC(=O)[C@H](Cc1ccccc1)n1c(=O)[nH]c2ccccc2c1=O)C(=O)N1CCC[C@H]1C(=O)O	0.6	21	-1	0.3	0	-1	0	-7	-2	-4
Cc1ncc(/C=C2\C(=O)Nc3ccccc32)[nH]1	2.0	-11	7	·	11	-10	-5	·	1	-22
Cc1ccccc1Cn1nnc(-c2ccc(F)cc2)n1	1.7	-17	2	0.7	-5	-26	2	8	1	1
Cc1ccc(-c2cc(=O)[nH]c3ccccc23)cc1	·	·	1	i	5	3	1	16	0	6
COc1ccccc1C1CCN(Cc2ccc(Cl)cc2Cl)CC1	-0.9	14	-8	-0.6	9	0	-3	8	-11	-2
Nc1[nH]ncc1N=Nc1ccc(Cl)cc1	·	-20	-7	-1.5	4	16	2	-4	-1	-7
COc1ccc(NC(=O)CSc2nc3ccccc3c(=O)n2CCNC(C)=O)cc1	·	19	-5	-0.3	8	-5	-1	-8	0	6
C[C@H](O)Cc1cc2ccccc2c(=O)o1	-2.9	·	1	i	19	-7	·	3	3	2
Cn1c(SCC(=O)N2CCCC2=O)nnc1-c1ccccc1F	0.3	-15	3	-0.2	-9	-9	-6	6	4	-6
COc1ccccc1-c1ccc(NC2CCCC2)nn1	·	18	8	1.0	-1	-1	0	-2	1	11
Cn1cnnc1Sc1ccc(/C=C(\CCC(=O)O)c2nc3ccccc3s2)cc1[N+](=O)[O-]	1.4	12	15	i	11	-12	3	-8	4	0
CCOC(=O)c1cccc(NC(=S)NCc2ccc(C)cc2)c1	0.5	5	-7	-0.9	10	3	4	4	-2	4
COc1ccccc1NC(=O)Nc1nc(CC(=O)NC2CCCC2)cs1	0.0	·	-3	-1.9	4	9	·	2	3	-3
O=C(Nc1ccc(N2CCOCC2)c(Cl)c1)c1c(F)c(F)c(F)c(F)c1F	·	6	11	-0.2	-1	-3	-2	-4	-4	-3

Other records follow:
SMILES	TcdB GH inh	VHR inh abs	Rv3671c protease	BH1578 lux ind	CCHFV vOTU inh	SSB-PriA inh	3CLpro inhibitor	Y pestis TopoI	MazF activator	PrPC surface inh
O=C(O)CCNC(=O)COc1ccc2c3c(c(=O)oc2c1)CCCC3	-2.0	2	·	2.3	-26	0	-5	4	-2	3
Cc1cc(C(=O)CSc2nnc(-c3cccnc3)n2-c2ccccc2)c(C)n1CC1CCCO1 (stereo not given)	0.6&-1.3	23	2	-1.6	0	12	-4	-7	-2	-3
CC(=O)c1cc2c(cc1NC(=O)CCc1c(C)nc3ncnn3c1C)OCO2	1.9	·	-1	-0.8	3	-18	·	2	1	-3
COc1cccc(C2c3c(oc4ccccc4c3=O)C(=O)N2Cc2ccco2)c1 (stereo not given)	1.0	·	0	1.8	4	-3	·	9	-15	-11
O=c1oc2cc(O)ccc2cc1-c1ccc(F)cc1	·	6	-11	i	-254	-30	-3	0	3	-13
Cc1ccc(C2CC(=O)NC(SCC(=O)OCc3ccccc3)=C2C#N)o1 (stereo not given)	·	9	-4	i	14	-4	-1	4	-5	12
CNC(=O)COc1ccc(S(=O)(=O)N2CCCC2)cc1	0.2	-9	2	i	-16	4	-1	1	-2	3
CCC(C)NC(=O)Cc1c(OC)ccc2cc(Br)ccc12 (stereo not given)	-0.5	3	8	i	1	-2	-1	0	4	-7
O=C(Oc1ccc2c3c(c(=O)oc2c1)CCCC3)c1cccs1	1.9	-5	-7	-0.3	-68	-2	2	26	-5	-1
O=C(CSc1ncccn1)NC(=O)Cc1ccccc1	1.9	·	-5	i	-1	-13	·	2	1	-7
Cc1ccc(N(CC(=O)Nc2ccc(F)cc2)S(=O)(=O)N2CCCC2)cc1	·	-17	-6	6.2	2	0	8	16	0	6

Limited to BH1578 lux ind, Rv3671c protease and 3CLpro inhibitor (2 entries from above):
smiles | BH1578 lux ind | Rv3671c protease | 3CLpro inhibitor
COc1cccc(C2c3c(oc4ccccc4c3=O)C(=O)N2Cc2ccco2)c1 (stereo not given) | 1.8 | 0 | ·
O=c1oc2cc(O)ccc2cc1-c1ccc(F)cc1 | i | -11 | -3

Gathered by group: the entries above containing an NH in an aromatic ring
SMILES	TcdB GH inh	VHR inh abs	Rv3671c protease	BH1578 lux ind	CCHFV vOTU inh	SSB-PriA inh	3CLpro inhibitor	Y pestis TopoI	MazF activator	PrPC surface inh
CC(C)Cn1c(-c2ccco2)n[nH]c1=S	·	12	6	-0.1	-11	-22	3	-2	-6	0
CCCCCN(C(=O)CCC(=O)OCC(=O)c1cccc(OC)c1)c1c(N)n(CCCC)c(=O)[nH]c1=O	-0.6	1	-10	-0.1	4	4	-4	3	7	5
Cc1[nH]n(C(N)=S)c(=O)c1N=Nc1ccc2ccccc2c1	0.3	18	·	-0.3	11	47	2	1	2	-8
Cc1cc(=O)[nH]c(SCC(=O)NC2CCCCCC2)n1	0.2	·	0	-3.3	0	-7	·	2	1	-8
CCn1c(SCC(=O)Nc2cc(C)on2)nnc1-c1c[nH]c2ccccc12	1.5	-6	5	i	-2	-6&-1	-4	8	9	1
NC(=O)CCc1c[nH]c2ccccc12	·	32	7	-0.7	-7	-6	5	-8	2	12
COc1ccc2[nH]c(C)c(CCN3CCC(=O)C(C)C3C)c2c1 (stereo not given)	0.0	25	4	0.2	-5	19	-2	-6	9	3
CC(C)C[C@H](NC(=O)[C@H](Cc1ccccc1)n1c(=O)[nH]c2ccccc2c1=O)C(=O)N1CCC[C@H]1C(=O)O	0.6	21	-1	0.3	0	-1	0	-7	-2	-4
Cc1ncc(/C=C2\C(=O)Nc3ccccc32)[nH]1	2.0	-11	7	·	11	-10	-5	·	1	-22
Cc1ccc(-c2cc(=O)[nH]c3ccccc23)cc1	·	·	1	i	5	3	1	16	0	6
Nc1[nH]ncc1N=Nc1ccc(Cl)cc1	·	-20	-7	-1.5	4	16	2	-4	-1	-7

Only part of the results is shown (hit frequency here may not be typical).
